High-throughput results deposited in PubChem BioAssay by NMMLSC.
Bcl-B Bim block = inhibitors of Bim-Bcl-B binding, primary screen, biochemical, multiplexed, human Bcl-2 family | bead-based flow cytometry, Bim peptide-Bcl-B binding | inhibition, % at 10 µM | 190,000 tested, 0.073% active | AID 951, 2007;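 note: 0% = tracer peptide without compound and 100% = reference inhibitor peptide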
Bfl-1 Bim block = inhibitors of Bim binding to Bfl-1, primary screen, biochemical, multiplexed, bead-based flow cytometry. Bcl-2-related protein A1 (Homo sapiens), Q16548. Bim-Bfl-1 binding inhibition. inhibition, % at 10 µM. 190,000 tested, 0.12% active. AID 1008, 2008;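 note: 0% = wells without compound plus tracer and 100% = blocker peptide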
Bim-Bcl-XL = inhibitors of Bim-Bcl-XL binding, primary screen, biochemical, multiplexed, bead flow cytometry, human Bcl-XL. Bcl-2-like protein 1 (Homo sapiens), Q07817. 190,000 tested, 0.04% active. inhibition, % at 10 µM. AID 1007, 2008. Bim peptide-Bcl-XL binding, fluorescence
ABCB1 inh = ABCB1 efflux pump inhibitors, primary screen, cell-based, multiplex, flow cytometry, ABCG2 counter-screen. 190,000 tested, 0.067% active. CCRF-Adr cells, JC-1 efflux. ATP-dependent translocase ABCB1 (Homo sapiens), P08183. inhibition, % at 6.6 µM; in the data active = inhibition above about 40%;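 note: 0% = vehicle and 100% = reference inhibitor; higher value means more JC-1 retained so stronger ABCB1 efflux block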
RGS8-Gao = RGS8-Galphao binding modulators, primary screen, biochemical, multiplexed bead flow cytometry; Guanine nucleotide-binding protein G(o) subunit alpha (Homo sapiens), P09471; actives lie on both sides; response (percent of control binding), % at 10 µM; 220,000 tested, 0.34% active; in the data active = response below about 60% or above about 140%; inactive = in between;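 note: Galphao activated as the GDP aluminium fluoride complex binding bead-coupled RGS8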
Target sequence (P09471 whole entry, looked up): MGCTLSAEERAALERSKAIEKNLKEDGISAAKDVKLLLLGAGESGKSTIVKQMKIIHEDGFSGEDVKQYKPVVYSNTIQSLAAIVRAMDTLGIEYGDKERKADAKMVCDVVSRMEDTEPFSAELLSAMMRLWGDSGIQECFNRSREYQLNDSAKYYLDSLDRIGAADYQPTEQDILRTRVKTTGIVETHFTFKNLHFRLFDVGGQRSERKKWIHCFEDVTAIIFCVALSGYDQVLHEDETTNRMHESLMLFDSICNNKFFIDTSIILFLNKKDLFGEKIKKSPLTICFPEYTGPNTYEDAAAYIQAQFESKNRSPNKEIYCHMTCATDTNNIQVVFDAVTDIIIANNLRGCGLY
Bim-Bcl-W = inhibitors of Bim binding to Bcl-W, primary screen, biochemical, multiplexed, bead-based flow cytometry | Bcl-2-like protein 2 (Homo sapiens), Q92843 | Bim peptide-Bcl-W binding | inhibition, % at 10 µM | 190,000 tested, 0.02% active | AID 952, 2007;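 note: 0% = bound tracer without compound and 100% = peptide blocker; higher means less fluorescent Bim peptide bound to Bcl-W beads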
Target sequence (Q92843 whole entry, looked up): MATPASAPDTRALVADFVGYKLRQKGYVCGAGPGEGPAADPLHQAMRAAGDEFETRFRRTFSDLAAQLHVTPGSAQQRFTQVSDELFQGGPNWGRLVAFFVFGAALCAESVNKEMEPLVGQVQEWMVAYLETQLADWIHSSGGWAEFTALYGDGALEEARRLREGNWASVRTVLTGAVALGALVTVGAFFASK
RGS4-Gao reg = modulators of RGS4 binding to Galphao, primary screen, biochemical, multiplexed bead flow cytometry | 220,000 tested, 0.33% active | Guanine nucleotide-binding protein G(o) subunit alpha (Homo sapiens), P09471 | AID 1415, 2008 | actives lie on both sides | binding response (% of control), % at 10 µM; in the data active = binding response below about 49% or above about 150%; inactive = in between;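 note: fluorescent Galphao activated with aluminum fluoride binding bead-coupled RGS4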
ABCG2 block = ABCG2 efflux pump inhibitors, primary screen, multiplex with ABCB1, IgMXP3 cells, flow cytometry. Broad substrate specificity ATP-binding cassette transporter ABCG2 (Homo sapiens), Q9UNQ0. JC-1 efflux. AID 1325, 2008. inhibition, % at 6.6 µM. 190,000 tested, 0.1% active;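 active = inhibition above 80%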;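 note: 0% = DMSO and 100% = nicardipine control wells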
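Times: 10 min at 25 °C | Test system: Two drug-resistant human cell lines, ABCG2 and ABCB1 | Quantity: 3 million cells/mL final, two lines in 1:1 ratio | Signal: Flow cytometry, 530 nm JC-1 signal | Dosing: Compound at 6.6 µM | Controls: Nicardipine and DMSO wells | Reagent: JC-1 as fluorescent efflux pump substrate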
RGS7-Gao = RGS7-Galphao binding modulators, primary screen, biochemical, multiplexed bead flow cytometry. actives lie on both sides. binding response (% of control), % at 10 µM. 220,000 tested, 0.35% active. AID 1439, 2008; in the data active = binding response below about 49% or above about 150%; inconclusive = no clear call, values can overlap the other calls; inactive = in between;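 note: fluorescent Galphao held in activated GDP-AlF4 state binding bead-coupled RGS7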
GSH fluor = compound fluorescence on glutathione beads, profiling panel, artefact control, biophysical, 488/530 nm, flow cytometry; 190,000 tested, 0.25% active; fluorescence (KMESF) at 10 µM; GSH beads flow cytometry, compound fluorescence 488/530 nm; active compounds read high; in the data active = fluorescence above about 89;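 note: glutathione beads carrying GST-tagged Bcl family fusion proteins plus one bare bead set; values are compound well signal with DMSO vehicle wells as background; inactives centre near 16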
Bim-Bcl-2 = inhibitors of Bim-Bcl-2 binding, primary screen, biochemical, multiplexed, human Bcl-2 family; Apoptosis regulator Bcl-2 (Homo sapiens), P10415; Bead-based flow cytometry, Bim peptide-Bcl-2 binding; inhibition, % at 10 µM; 190,000 tested, 0.06% active; AID 950, 2007; in the data active = inhibition above about 40%; inconclusive = no clear call, values can overlap the other calls;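 note: 0% = no compound wells with probe peptide and 100% = reference peptide inhibitor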
Target sequence (P10415 whole entry, looked up): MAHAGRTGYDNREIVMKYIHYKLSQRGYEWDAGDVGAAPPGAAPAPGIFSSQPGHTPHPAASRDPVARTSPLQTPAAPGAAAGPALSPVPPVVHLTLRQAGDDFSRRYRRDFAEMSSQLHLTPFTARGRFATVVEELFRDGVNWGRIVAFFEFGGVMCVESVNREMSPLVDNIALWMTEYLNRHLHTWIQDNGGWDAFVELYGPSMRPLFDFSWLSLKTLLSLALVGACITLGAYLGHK
The depositor's hits bear a star; ? = inconclusive. Cut-off read from the data, not from the text of the source, unless noted: active = inhibition above about 40%. Compounds were not picked by outcome; 1.1% or so of the library scored in one or more.

Keys – A = Bcl-B Bim block; B = Bfl-1 Bim block; C = Bim-Bcl-XL; D = ABCB1 inh; E = RGS8-Gao; F = Bim-Bcl-W; G = RGS4-Gao reg; H = ABCG2 block; I = RGS7-Gao; J = GSH fluor; K = Bim-Bcl-2
compound: S=C(Nc1ccccc1)Nc1nc2ccccc2n1CCOc1ccccc1
  A: -3.0	B: -1.0	C: -1.0	D: 1.0	E: 99.0	F: -5.0	G: 101.5	H: 7.9	I: 98.6	J: 22	K: -6.0

compound: CC(C)Cn1c(-c2cccs2)nc2ccccc21
  A: -1.0	B: -5.0	C: -2.0	D: 0.7	E: 100.8	F: -1.0	G: 97.8	H: 4.5	I: 98.9	J: 54	K: -1.0

compound: CCN1C2=NCCCN2c2ccccc21
  A: -8.0	B: -10.0	C: -4.0	D: -0.4	E: 102.0	F: 2.0	G: 100.9	H: -0.9	I: 101.0	J: 26	K: -7.0

compound: COCC(C)NC(=O)CSc1nc2ccccc2n1CCc1ccccc1 (stereo not given)
  A: -8.0	B: -3.0	C: -8.0	D: 1.0	E: 102.9	F: -4.0	G: 103.4	H: 9.6	I: 106.3	J: 15	K: -1.0

compound: CC(C)(C)c1cc(OC(=O)c2ccccc2F)ccc1O
  A: -3.0	B: -5.0	C: -1.0	D: 0.3	E: 102.9	F: 0.0	G: 99.3	H: 1.6	I: 98.2	J: 25	K: -5.0

compound: COc1ccc(-c2cc(-c3cccs3)nc(OC)c2C#N)cc1OC
  A: -22.0	B: -14.0	C: -5.0	D: 0.2	E: 96.8	F: -5.0	G: 95.8	H: -1.1	I: 97.5	J: 17	K: -7.0

compound: O=C(CNC(=O)c1cccc(F)c1)N/N=C/c1cc(Br)ccc1OC(=O)/C=C/c1ccco1
  A: -6.0	B: 1.0	C: -4.0	D: 1.2	E: 103.1	F: 0.0	G: 100.8	H: 8.3	I: 101.2	J: 3	K: 2.0

compound: C=CCn1c(C)cc(C(=O)CSc2ccc(NC(C)=O)cc2)c1C
  A: -1.0	B: -2.0	C: 0.0	D: 0.7	E: 97.4	F: -3.0	G: 91.9	H: 4.1	I: 100.0	J: 24	K: -4.0

compound: Cc1nn(CCCC(=O)Nc2ccc(Br)cc2F)c(C)c1[N+](=O)[O-]
  A: -2.0	B: -2.0	C: -2.0	D: 0.7	E: 101.7	F: -3.0	G: 99.3	H: 7.1	I: 107.4	J: 10	K: -5.0

compound: CCOc1ccc(-c2n[nH]c(C)c2Oc2ccccc2OC)c(O)c1
  A: -2.0	B: 0.0	C: -1.0	D: -0.2	E: 86.7	F: -2.0	G: 95.1	H: 0.9	I: 97.3	J: 23	K: -2.0

compound: Cc1[nH]oc(=O)c1N=Nc1c(Cl)cccc1Cl
  A: -6.0	B: -12.0	C: -4.0	D: 0.2	E: 99.3	F: -2.0	G: 102.6	H: 0.5	I: 96.2	J: 13	K: -6.0

compound: O=C(Nc1nnc(-c2ccc(Cl)cc2)o1)Nc1ccccc1Cl
  A: 0.0	B: -4.0	C: -4.0	D: 0.1	E: 101.5	F: -1.0	G: 103.0	H: 1.0	I: 100.8	J: 7	K: 0.0

compound: CCOC(=O)C1CCCN(S(=O)(=O)c2cc(OCC(N)=O)c(C)cc2Cl)C1 (stereo not given)
  A: -8.0	B: -8.0	C: -5.0	D: 0.3	E: 102.8	F: 0.0	G: 105.5	H: 1.3	I: 124.4	J: 24	K: -8.0

compound: Cn1c(=O)c2c3c(sc2n2cnnc12)CCC3
  A: 0.0	B: -5.0	C: 0.0	D: -2.8	E: 97.8	F: -3.0	G: 91.8	H: 0.0	I: 93.6	J: 19	K: -2.0

compound: O=C1c2ccccc2C(O)N1Cc1ccc2c(c1)OCO2 (stereo not given)
  A: -6.0	B: -9.0	C: -5.0	D: 0.2	E: 98.5	F: 0.0	G: 99.1	H: 0.5	I: 94.2	J: 22	K: -6.0

compound: CC1(C)NC(C)(C)/C(=C\c2cccs2)C(=O)C1=O
  A: -4.0	B: -9.0	C: -2.0	D: 0.8	E: 104.0	F: 0.0	G: 100.6	H: 1.9	I: 98.0	J: 14	K: -5.0

compound: CCOC(=O)c1ccc(NC(=S)Nc2ccc(C)cc2)cc1
  A: -9.0	B: -8.0	C: -4.0	D: -0.7	E: 99.5	F: -4.0	G: 94.5	H: -2.2	I: ?	J: 16	K: -4.0

compound: O=C(CNC(=O)c1cccc(OC(F)F)c1)OCn1nnc2ccccc2c1=O
  A: -8.0	B: -4.0	C: 0.0	D: 0.8	E: 102.3	F: 0.0	G: 104.1	H: 7.0	I: 102.7	J: 23	K: -1.0

compound: O=C(/C=N/O)NCCCN1CCOCC1
  A: -6.0	B: -5.0	C: -9.0	D: 0.1	E: 100.7	F: -4.0	G: 97.2	H: -1.2	I: 98.4	J: 11	K: -6.0

compound: O=C(c1cc2nc(-c3ccco3)cc(C(F)(F)F)n2n1)N1CCN(Cc2ccccc2)CC1
  A: 0.0	B: -2.0	C: 0.0	D: 0.5	E: 102.7	F: -1.0	G: 98.5	H: 3.0	I: 97.8	J: 17	K: -2.0

compound: COc1ccc(-c2onc(C)c2-c2cscn2)c(O)c1
  A: -2.0	B: -5.0	C: 0.0	D: -0.1	E: 101.6	F: 4.0	G: 100.2	H: 1.0	I: ?	J: 14	K: -2.0

compound: COc1ccc(Nc2nc(-c3sc(NC(C)=O)nc3C)cs2)cc1
  A: -4.0	B: -2.0	C: -4.0	D: -3.2	E: 108.2	F: 1.0	G: 105.5	H: -5.2	I: 108.8	J: 33	K: -5.0

compound: O=C(COc1ccc(Cl)cc1Cl)NNC(=S)Nc1ccc(F)cc1
  A: -9.0	B: -16.0	C: -8.0	D: 1.8	E: 96.5	F: 0.0	G: 99.2	H: 23.0	I: 95.3	J: 27	K: -12.0

Among those listed so far, 6 contain fluorine:
Keys – A = Bcl-B Bim block; B = Bfl-1 Bim block; C = Bim-Bcl-XL; D = ABCB1 inh; E = RGS8-Gao; F = Bim-Bcl-W; G = RGS4-Gao reg; H = ABCG2 block; I = RGS7-Gao; J = GSH fluor; K = Bim-Bcl-2
compound: CC(C)(C)c1cc(OC(=O)c2ccccc2F)ccc1O
  A: -3.0	B: -5.0	C: -1.0	D: 0.3	E: 102.9	F: 0.0	G: 99.3	H: 1.6	I: 98.2	J: 25	K: -5.0

compound: O=C(CNC(=O)c1cccc(F)c1)N/N=C/c1cc(Br)ccc1OC(=O)/C=C/c1ccco1
  A: -6.0	B: 1.0	C: -4.0	D: 1.2	E: 103.1	F: 0.0	G: 100.8	H: 8.3	I: 101.2	J: 3	K: 2.0

compound: Cc1nn(CCCC(=O)Nc2ccc(Br)cc2F)c(C)c1[N+](=O)[O-]
  A: -2.0	B: -2.0	C: -2.0	D: 0.7	E: 101.7	F: -3.0	G: 99.3	H: 7.1	I: 107.4	J: 10	K: -5.0

compound: O=C(CNC(=O)c1cccc(OC(F)F)c1)OCn1nnc2ccccc2c1=O
  A: -8.0	B: -4.0	C: 0.0	D: 0.8	E: 102.3	F: 0.0	G: 104.1	H: 7.0	I: 102.7	J: 23	K: -1.0

compound: O=C(c1cc2nc(-c3ccco3)cc(C(F)(F)F)n2n1)N1CCN(Cc2ccccc2)CC1
  A: 0.0	B: -2.0	C: 0.0	D: 0.5	E: 102.7	F: -1.0	G: 98.5	H: 3.0	I: 97.8	J: 17	K: -2.0

compound: O=C(COc1ccc(Cl)cc1Cl)NNC(=S)Nc1ccc(F)cc1
  A: -9.0	B: -16.0	C: -8.0	D: 1.8	E: 96.5	F: 0.0	G: 99.2	H: 23.0	I: 95.3	J: 27	K: -12.0
